Source: PubChem BioAssay
NCI-60 one-dose screen, 48 h, at 10 µM unless noted. Numbers give growth in % (100 = growth as untreated, 0 = no growth, -100 = all killed).
HOP-62: HOP-62 NSCLC | hit rate 3.9% among 80,000 | AID 1794735
CCRF-CEM: CCRF-CEM leukemia; hit rate 7% among 77,000; AID 1794778
HOP-92: HOP-92 NSCLC cells; hit rate 6.3% among 71,000; AID 1794738
RPMI-8226: RPMI-8226 leukemia cells. hit rate 7.5% among 77,000. AID 1794781
K-562: K-562 leukemia | hit rate 7.4% among 78,000 | AID 1794777
MOLT-4: MOLT-4 leukemia cells. hit rate 6.9% among 80,000
SR: SR leukemia cells; hit rate 8.7% among 73,000
MDA-MB-435: MDA-MB-435 melanoma; hit rate 7.8% among 82,000
The depositor's hits bear a star; nt = no result given. How the source made its calls: active means growth percent below 10; inactive means the rest.

The line under a structure holds: HOP-62 | CCRF-CEM | HOP-92 | RPMI-8226 | K-562 | MOLT-4 | SR | MDA-MB-435
> CC1(C)CC2(C)OC2C2(C1)N=NC(=Nc1ccccc1)O2 (stereo not given)
→ 61 | 11 | 88 | 4.4* | 20 | 20 | 11 | 60
> C=CC[P+](c1ccccc1)(c1ccccc1)c1ccccc1
→ 82 | 60 | 25 | 6.3* | 27 | 62 | 36 | 32
> CCOC(=O)c1ccc(N=Cc2cc(Cl)cc(Cl)c2O)cc1
→ 103 | 96 | 104 | 103 | 93 | 92 | 86 | 98
> C[C@H]1CC2C3CCC4=CC(=O)C=C[C@]4(C)[C@@]3(F)[C@@H](O)C[C@]2(C)[C@@]1(O)C(=O)COP(=O)(O)O (stereo not given in full)
→ 95 | 60 | 80 | 63 | 111 | 100 | 101 | 95
> Cc1cc2c(=O)[nH]c(N)nc2[nH]1
→ 107 | 97 | 103 | 104 | 94 | 103 | 96 | 102
> CCCCCCCCC(CC)(CCCC)C(=O)O (stereo not given)
→ nt | 98 | 84 | 95 | 110 | 115 | 104 | 85
> Nc1ccc2c(c1)S(=O)(=O)c1cc(O)ccc1O2
→ 83 | 98 | 69 | 108 | 102 | 132 | 92 | 100
> O=C(O)C(O)C(O)C(O)CO (stereo not given)
→ 104 | 101 | 102 | 106 | 99 | 101 | 108 | 111
> Cc1ccc(/C=C2\C(=O)N(C)c3ccc(-c4cc(F)c(F)c(F)c4)cc32)s1
→ 85 | 90 | 63 | 92 | 90 | 92 | 91 | 90
> CCCCCCCCCCCCCCCC[N+](C)(C)CCCNS(=O)(=O)c1cccc(C(F)(F)F)c1
→ 106 | 97 | 107 | 105 | 98 | 101 | 94 | 105
> N#CC1C(c2ccc(Cl)cc2)=Nc2c(c(-c3ccccc3)nn2-c2ccccc2)C12C(=O)Nc1ccc(Cl)cc12 (stereo not given)
→ 58 | 19 | -8.9* | 25 | 19 | 15 | 36 | 34
> OCN(CO)c1nc(N(CO)CO)nc(N(CO)CO)n1
→ 93 | 94 | 83 | 96 | 98 | 99 | 99 | 102
> [2H]C([2H])([2H])Oc1c(F)cccc1/C=C/C(=O)/C=C(/C=C/c1cccc(F)c1OC([2H])([2H])[2H])OB(F)F
→ 94 | 97 | 93 | 106 | 109 | 92 | 105 | 94
> CSc1nc(N)c2c(n1)NC(c1ccc3c(c1)OCO3)CC(c1ccc(Cl)cc1)=N2 (stereo not given)
→ 97 | 78 | 62 | 61 | 79 | 74 | 63 | 94
> O=C(NC(=S)Nc1cccc(NC(=S)NC(=O)c2ccccc2)c1)c1ccccc1
→ 52 | nt | 35 | 81 | 69 | 103 | 80 | 61
> COc1cc2nccc(Oc3ccc(NC(=O)C4(C(=O)Nc5ccc(F)cc5)CC4)cc3)c2cc1OC(=O)c1ccc(N)cc1
→ 12 | 28 | -13* | 10 | -21* | 3.7* | 9.9* | 33
> O=C(COc1ccc(/C=C2\Cc3ccc(Cl)cc3C2=O)cc1)Nc1nc2ccccc2s1
→ 98 | 74 | 97 | 93 | 86 | 70 | 75 | 113
> OCCN1CCSC1=S
→ 100 | 89 | 71 | nt | 102 | 113 | 103 | 127
> CCOc1cccc(/C=C2\N=C(c3ccccc3)OC2=O)c1
→ 96 | 94 | 109 | 104 | 101 | 98 | 92 | 101
> Nc1ccc(-c2nnc3n2N=CC(c2ccccc2O)S3)cc1 (stereo not given)
→ 99 | 97 | 78 | 99 | 107 | 110 | 103 | 95
> c1ccc(-c2[nH]c(-c3nccc4ccccc34)c(-c3ccccc3)c2-c2ccccc2)cc1
→ 97 | 69 | 84 | 80 | 85 | 71 | 102 | 96
> COc1cc(/C=N/Nc2nc(-c3ccc(F)cc3)c(C#N)c(N3CCOCC3)n2)ccc1O
→ 104 | 84 | 80 | 87 | 85 | 73 | 75 | 97
> CCOC(=O)C(=CNc1cccc(C)n1)C(=O)OCC
→ 93 | nt | nt | nt | 89 | 95 | nt | 86
> COc1cc(CNC(=O)C[C@H](C)CCC=C(C)C)ccc1OCc1cn(-c2ccccc2Cl)nn1
→ 79 | 40 | 79 | 48 | 45 | 16 | 49 | 67
> COc1ccc2nc(Nc3cccc(NC(=O)c4ccc(CN5CCCN(C)CC5)c(C(F)(F)F)c4)c3)ccc2c1
→ -47* | -44* | -53* | -32* | -19* | -4.9* | 4.1* | -43*
> Clc1ccc(/C=N/Nc2nc3ccccc3s2)c(Cl)c1
→ 88 | 81 | 45 | 91 | 91 | 98 | 91 | 92
> COc1ccc(C(=O)NNc2nc(N3CCOCC3)nc(N3CCN(C(c4ccccc4)c4ccccc4)CC3)n2)cc1
→ 100 | 85 | 78 | 88 | 71 | 78 | 52 | 96
> CCO/C=C1\SC(=S)N(CCc2ccc(OC)c(OC)c2)C1=O
→ 105 | 88 | 95 | 73 | 98 | 89 | 77 | 110
> CC(=O)c1nc(Nc2ccc(C)cc2)sc1C
→ 86 | 96 | 73 | 96 | 98 | 96 | nt | 103
> Clc1ccc2c(Cl)cc(Cl)nc2c1
→ 92 | 103 | nt | 103 | 99 | 102 | nt | 108

Next section:
The line under a structure holds: HOP-62 | CCRF-CEM | HOP-92 | RPMI-8226 | K-562 | MOLT-4 | SR | MDA-MB-435
> CCOC1c2ccccc2N(C)C(=S)N1c1ccccc1 (stereo not given)
→ 92 | 103 | 93 | 104 | 117 | 115 | 105 | 104
> Cn1c(=O)c2c(nc(Nc3cc(=O)[nH]c(=O)[nH]3)n2Cc2ccccc2)n(C)c1=O
→ 21 | 95 | 81 | 88 | 88 | 93 | 91 | -73*
> O=C(Nc1ccc2oc(=O)ccc2c1)c1cc(C(F)(F)F)cc(C(F)(F)F)c1
→ 105 | 88 | 104 | 82 | 89 | 80 | 85 | 107
> CC(Cc1ccccc1)(C1=N[C@H](c2ccccc2)CO1)C1=N[C@@H](c2ccccc2)CO1 (stereo not given in full)
→ 97 | 98 | 81 | 80 | 73 | 84 | 78 | 100
> CCCCNCC(O)c1cc2c(Cl)cc(Cl)cc2c2cc(C(F)(F)F)ccc12 (stereo not given)
→ -81* | -50* | -89* | -39* | -69* | -55* | -68* | -53*
> O=c1nccc(Nc2ccccc2)[nH]1
→ 105 | 110 | 105 | 123 | 106 | 93 | 88 | 114
> C/C(=C(/C)c1ccccc1)c1ccccc1
→ 96 | 100 | 63 | 109 | 101 | 85 | 80 | 108
> CC(=O)OCC(OC(C)=O)C(OC(C)=O)C(OC(C)=O)C(COC(C)=O)OC(C)=O (stereo not given)
→ 86 | 98 | 105 | 96 | 105 | 105 | 92 | 98
> CCCCCCc1cccnc1
→ 102 | 83 | 98 | 92 | 90 | 93 | 102 | 102
> CCCCCCCCCCCCCCCCCC(=O)NNCCO
→ nt | 105 | nt | 94 | 86 | 88 | 102 | 103
> O=[N+]([O-])c1cccc(/C=N/n2c(N=Nc3c(O)[nH]c4ccccc34)n[nH]c2=S)c1
→ 96 | 101 | 87 | 97 | 117 | 113 | 102 | 101
> CCOC(=O)c1c(C)nc2c(c1N)CC(=O)N2[C@@H](C)c1ccc(OC)cc1
→ 77 | 85 | 79 | 94 | 76 | 84 | 67 | 100
> O=C(NNC(=O)c1ccc(Cl)cc1)c1ccccc1
→ 109 | 94 | nt | 102 | 97 | 85 | 80 | 104
> COc1cc(/C=C/C(=O)N2CCCC2)cc2c1OCO2
→ 94 | 98 | 84 | 111 | 97 | 102 | 100 | 96
> OCCOCCN(Cc1ccccn1)Cc1cc(I)cc(I)c1O
→ 85 | 82 | 90 | 97 | 107 | 86 | 88 | 102
> CCOC(=S)Nc1ccc(S(=O)(=O)Nc2ccc(Cl)nn2)cc1
→ 100 | 111 | 61 | 119 | 103 | 109 | 97 | 103
> Cn1cc(-c2nonc2-c2c[nH]c3ccc(F)cc23)c2cccnc21
→ 79 | 83 | 71 | 69 | 58 | 63 | 59 | 62
> COc1cc(-c2nc(SCc3ccc(F)cc3)[nH]c(=O)c2C#N)ccc1OCc1ccccc1
→ 103 | 106 | nt | 104 | 90 | 106 | 100 | 99
> C=CCON(C)c1ccc([N+](=O)[O-])cc1[N+](=O)[O-]
→ 95 | 117 | 102 | 102 | 113 | 85 | 85 | 116
> O=c1nc(N2CCOCC2)oc2c(-c3cccc4ccccc34)cccc12
→ 81 | 91 | 60 | 96 | 90 | 93 | 73 | 101
> O=C(Nc1ccc(C2=NCCN2)cc1)c1cc(Cl)cc(C(=O)Nc2ccc(C3=NCCN3)cc2)c1
→ 94 | 106 | 89 | 84 | 90 | 99 | 97 | 125
> CCOC(=O)CC(=O)N1CCSC1COc1ccccc1OC (stereo not given)
→ nt | nt | 89 | 107 | nt | 92 | 105 | 105
> COc1cc(/C=N/NC(=O)c2cn(C3CC3)c3c(OC)c(N4CC5CCCNC5C4)c(F)cc3c2=O)ccc1O (stereo not given)
→ 96 | 2.5* | 80 | -25* | -25* | 2.3* | -13* | 95
> Cc1ccccc1-c1nc(C(Cl)Cl)nc2cc(-c3ccccc3)nn12
→ 55 | 102 | 46 | 62 | 52 | 84 | 50 | 57
> O=C(COc1ccc(/C=C2\SC(=O)NC2=O)cc1)Nc1ccc(C(=O)/C=C/c2cc3ccccc3nc2Cl)cc1
→ 103 | 35 | 88 | -26* | 41 | 43 | 31 | 14
> O=C(CN1C(=O)c2ccccc2C1=O)c1ccccc1
→ 103 | 101 | 92 | 109 | 91 | 83 | 93 | 111
> COc1ccc(C(=O)N/N=C/c2ccc(Cl)c([N+](=O)[O-])c2)cc1
→ 104 | 100 | 107 | 32 | 100 | 109 | 101 | 102
> COc1ccc(-c2nc(N3N=C(c4ccc(Oc5ccc(Br)cc5)cc4)CC3c3cc(OC)c(OC)c(OC)c3)nc(N3CCOCC3)c2C#N)cc1 (stereo not given)
→ 100 | 114 | nt | 101 | 97 | 101 | 93 | 100
> O=C(Nc1ccc2ncnc(Nc3ccc(S(=O)(=O)Nc4ccccn4)cc3)c2c1)c1ccccc1
→ 96 | 106 | 96 | 100 | 102 | 90 | 100 | 106
> CCC(O)c1ccc2ccccc2c1 (stereo not given)
→ 92 | 97 | 95 | 98 | 81 | 93 | 90 | 101

More results follow:
mol | HOP-62 | CCRF-CEM | HOP-92 | RPMI-8226 | K-562 | MOLT-4 | SR | MDA-MB-435
CC(C)NCC(C)(C)[N+](=O)[O-] | 94 | nt | 84 | 98 | 102 | 100 | 100 | 99
O=c1ccnc(SCc2ccccc2)[nH]1 | 103 | 105 | 110 | 104 | 96 | 100 | 99 | 107
O=S(=O)(NCCNc1cc(-c2cn(-c3ccccc3)nc2-c2cccc(O)c2)ccn1)c1ccc(Cl)cc1 | 51 | 9.1* | 34 | 13 | 2.1* | 8.1* | 2.4* | 23
COC(=O)c1cccc(Br)c1 | 92 | 98 | nt | 106 | 121 | 111 | nt | 94
CC(C)OC(=O)CCC/C=C\C[C@@H]1[C@@H](/C=C/C(O)COc2cccc(C(F)(F)F)c2)[C@H](O)C[C@@H]1O (stereo not given in full) | 122 | 95 | 99 | 109 | nt | 99 | 80 | 102
C/C(=C(/C)C1CC1CCNC1CCC(NC(=O)OC(C)(C)C)CC1)c1ccccc1 (stereo not given) | 84 | 54 | 55 | 2.7* | 1.0* | 62 | -26* | 53
Cc1c(/C=C2\Oc3ccc(Cl)cc3C2=O)c(=O)n(-c2ccccc2)n1C | 96 | 100 | 90 | 123 | 72 | 97 | 89 | 112
Cc1nn(-c2ccc(-c3ccc(OC(F)(F)F)cc3)cc2)c2ncnc(N)c12 | 102 | 94 | 88 | 104 | 95 | 95 | 89 | 106
Nc1cccc(C(=O)Nc2ccc3c(O)cc(S(=O)(=O)O)cc3c2)c1 | 108 | 96 | 107 | 108 | 119 | 116 | 107 | 88
Cc1ccc(S(=O)(=O)Oc2nc3ccccc3nc2N(S(=O)(=O)c2ccc(C)cc2)S(=O)(=O)c2ccc(C)cc2)cc1 | 90 | 104 | 73 | 103 | 89 | 100 | 96 | 108
O=C(c1ccc(O)cc1)[C@@H]1[C@@H]2CCCN2[C@]2(C(=O)N(C(=O)c3cccc(Br)c3)c3ccccc32)[C@H]1c1ccc(F)cc1 | 92 | 102 | 89 | 101 | 95 | 93 | 108 | 94
CCSc1nc2ncnc(N(C)Cc3ccccc3)c2c(=O)[nH]1 | 104 | 89 | 78 | 91 | 26 | 95 | 98 | 100
CCOC(=O)C1=C(N)N(c2ccc(C)cc2)C2=C(C(=O)CC(C)(C)C2)C1c1ccccc1Cl (stereo not given) | 109 | 96 | 104 | 78 | nt | nt | nt | 97

A draw from above in order of number of heavy atoms, smallest number first:
mol | HOP-62 | CCRF-CEM | HOP-92 | RPMI-8226 | K-562 | MOLT-4 | SR | MDA-MB-435
COC(=O)c1cccc(Br)c1 | 92 | 98 | nt | 106 | 121 | 111 | nt | 94
Cc1c(/C=C2\Oc3ccc(Cl)cc3C2=O)c(=O)n(-c2ccccc2)n1C | 96 | 100 | 90 | 123 | 72 | 97 | 89 | 112
Cc1nn(-c2ccc(-c3ccc(OC(F)(F)F)cc3)cc2)c2ncnc(N)c12 | 102 | 94 | 88 | 104 | 95 | 95 | 89 | 106
CCOC(=O)C1=C(N)N(c2ccc(C)cc2)C2=C(C(=O)CC(C)(C)C2)C1c1ccccc1Cl (stereo not given) | 109 | 96 | 104 | 78 | nt | nt | nt | 97
